LDHA block – LDHA (human) enzyme inhibition. AID 1347041. P00338. hit rate 0.15% among 480,000. activity change, % (values are at about 110 or 230 µM). purified LDHA, NADH/diaphorase-resazurin fluorescence; active compounds read low; in the data active = activity change below about -30%; inconclusive = mostly about -25% to -30%;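 also: plate controls were DMSO wells for no effect and wells without enzyme for full effect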
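LDH5 2 nM; NADH 0.06 mM, pyruvate 0.2 mM; 200 mM Tris pH 7.4, EDTA, Tween-20; 5 min RT. Detection: diaphorase 0.133 mg/mL + resazurin 37 µM, fluorescence ex540/em590 at 0 and 20 min; normalized to enzyme-free and DMSO wells.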
RGS4 inh – human RGS4 inhibition; Transcreener GDP fluorescence polarization, RGS4-accelerated GTP hydrolysis; Potency, µM (titrated, usually from 114 µM), for inactives: at the highest dose activity change, negative = inhibition, hits mostly inhibitors; hit rate 0.039% among 390,000; AID 504845; also: potency is read from the fitted curve at half-maximal effect; % is scaled to controls: 0 for no effect and ±100 for the full control effect; nearly all actives have a fitted effect of over 75% in size; some results filed as inactive show a strong effect at the top dose
Target sequence (P49798 whole entry, looked up): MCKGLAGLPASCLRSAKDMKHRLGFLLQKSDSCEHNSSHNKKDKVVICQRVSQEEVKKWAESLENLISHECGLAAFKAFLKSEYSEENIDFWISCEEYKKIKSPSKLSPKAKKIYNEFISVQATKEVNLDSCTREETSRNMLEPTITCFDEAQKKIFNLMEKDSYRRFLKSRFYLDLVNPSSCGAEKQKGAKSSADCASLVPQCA
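MLSMR compounds (23 nl, pin-transferred) preincubated 10 min at room temperature with a 500nM (2x) first reagent, then RGS4 at 900nM (2x) plus Transcreener GDP mix added; fluorescence polarization (620/688 nm) read before and after 90 min at 30 °C.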
GRP78 ERSR act – induces the endoplasmic reticulum stress response in human glioma cells. Potency, µM, without a hit: at the top dose activation, actives largely listed as activators. AID 602332. hit rate 0.02% among 420,000. U87-MG GRP78 promoter luciferase reporter, 16 h; also: potency is read from the fitted curve at half-maximal effect; series mostly up to about 76 µM; % of control where 0% means no effect; nearly all actives have a fitted effect of over 35% in size
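ERSR induction read as luciferase luminescence (Bright-Glo, 10 min at room temperature) in stably transfected human U87-MG glioma cells exposed to compounds for 16 h, using GRP78 as sensor.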
Vif-APOBEC3F blk – inhibitors of Vif-A3F interaction | hit rate 0.2% among 390,000 | Potency, µM (highest dose often 46.1 µM), without a hit: top-dose activity, negative = active | AID 602313 | HeLa A3F-eYFP + Vif (tagged APOBEC3F with the HIV-1 protein that degrades it), YFP fluorescence increase; also: potency is read from the fitted curve at half-maximal effect; % of control where 0% means no effect; nearly all actives have a fitted effect of over 65% in size
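HeLa cells stably expressing A3F-eYFP plus Vif, plated and incubated overnight at 37 deg C, then exposed to compounds overnight at 37 deg C. Blocked degradation read as raised yellow fluorescence (Ex 488/Em 500-530).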
TrxR1 substrate – is turned over as a substrate by rat TrxR1. Potency, µM (doses to about 114 µM), without a hit: at the top dose activity change, negative = substrate turnover. hit rate 0.01% among 390,000. O89049. AID 588456. purified TrxR1 substrate turnover, NADPH consumption readout; also: potency is read from the fitted curve at half-maximal effect; % is scaled to controls: 0 for no effect and ±100 for the full control effect; nearly all actives have a fitted effect of over 50% in size
Target sequence (O89049 whole entry, looked up): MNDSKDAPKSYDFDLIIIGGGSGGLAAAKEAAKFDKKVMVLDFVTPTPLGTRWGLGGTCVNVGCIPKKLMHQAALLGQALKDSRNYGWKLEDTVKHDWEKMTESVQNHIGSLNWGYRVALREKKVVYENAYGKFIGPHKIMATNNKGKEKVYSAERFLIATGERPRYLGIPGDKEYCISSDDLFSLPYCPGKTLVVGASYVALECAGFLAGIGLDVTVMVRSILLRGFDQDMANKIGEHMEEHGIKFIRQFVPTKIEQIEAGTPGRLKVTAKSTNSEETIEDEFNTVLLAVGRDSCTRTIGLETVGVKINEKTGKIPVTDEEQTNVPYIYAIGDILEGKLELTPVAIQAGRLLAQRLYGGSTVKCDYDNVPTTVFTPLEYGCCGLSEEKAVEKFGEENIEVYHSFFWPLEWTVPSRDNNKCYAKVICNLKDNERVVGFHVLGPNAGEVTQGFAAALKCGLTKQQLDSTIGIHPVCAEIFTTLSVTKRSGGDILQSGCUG
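Rat TrxR1, dispensed at 90 nM, was prereduced with 400 uM NADPH (final) for 5 min at ~22 deg C, then incubated with compound 15 min before 400 uM selenite. A first-read NADPH fluorescence drop versus no-compound background flagged substrates.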
Vif-A3G inh – Vif-A3G binding inhibition; HeLa A3G-eYFP + Vif (tagged APOBEC3G with the HIV-1 protein that degrades it), YFP fluorescence, overnight; Potency, µM (doses to about 46.1 µM), inactives show top-dose activity, negative = active, actives largely listed as inhibitors; hit rate 0.076% among 410,000; Q9HC16; AID 602310;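 also: potency is read from the fitted curve at half-maximal effect; % is scaled to controls: 0 for no effect and ±100 for the full control effect; nearly all actives have a fitted effect of over 60% in size; hits raise eYFP signal because A3G escapes Vif-driven loss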
Target sequence (Q9HC16 whole entry, looked up): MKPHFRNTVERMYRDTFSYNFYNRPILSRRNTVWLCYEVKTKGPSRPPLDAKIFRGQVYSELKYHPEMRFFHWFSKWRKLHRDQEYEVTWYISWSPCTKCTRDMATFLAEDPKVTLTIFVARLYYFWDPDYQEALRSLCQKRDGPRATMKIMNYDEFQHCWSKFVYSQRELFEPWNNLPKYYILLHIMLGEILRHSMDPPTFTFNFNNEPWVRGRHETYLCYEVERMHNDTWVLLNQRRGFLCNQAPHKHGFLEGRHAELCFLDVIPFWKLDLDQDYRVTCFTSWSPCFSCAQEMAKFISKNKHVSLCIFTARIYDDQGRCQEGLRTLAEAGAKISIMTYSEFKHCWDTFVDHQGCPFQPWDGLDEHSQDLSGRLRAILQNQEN
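HeLa cells stably expressing Vif and C-terminally eYFP-tagged A3G, seeded overnight at 37 deg C, then exposed to compound by pintool overnight at 37 deg C. Rise in yellow fluorescence (Ex 488/Em 500-530, Acumen) marks blocked Vif-driven A3G degradation.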
rTrxR1 inhibitor – inhibitors of rat thioredoxin reductase 1 | hit rate 1% among 390,000 | Potency, µM (top dose mostly 114 µM), without a hit: at the top dose activity change, negative = inhibition, most hits filed as inhibitors | recombinant rTrxR1, NADPH fluorescence consumption, selenite substrate | O89049; also: potency is read from the fitted curve at half-maximal effect; % is scaled to controls: 0 for no effect and ±100 for the full control effect; nearly all actives have a fitted effect of over 65% in size
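Rat TrxR1 (90 nM in the dispensed reagent) was pre-reduced with 400 uM NADPH for 5 min at room temperature, then incubated with compound for 15 min. After 400 uM selenite was added, NADPH fluorescence (Ex 340/Em 450 nm) was followed for 8 min.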
mIDH1 inhibitor – inhibitors of human mutant IDH1 R132H | hit rate 0.093% among 390,000 | IDH1-R132H enzyme, NADPH consumption, diaphorase/resazurin fluorescence | Potency, µM (highest dose often 76.6 µM), inactives show at the top dose activity change, negative = inhibition, hits mostly inhibitors; also: potency is read from the fitted curve at half-maximal effect; % is scaled to controls: 0 for no effect and ±100 for the full control effect; nearly all actives have a fitted effect of over 65% in size
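IDH1-R132H (0.5 ug/mL dispensed) in pH 7.5 Tris buffer was preincubated 30 min with compound, then given a substrate mix of 0.016 mM NADPH and 2 mM alpha-KG for 80 min at room temperature; remaining NADPH was read by diaphorase/resazurin fluorescence.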
USP1-UAF1 inh – inhibitors of human USP1/UAF1 deubiquitinase | recombinant USP1/UAF1, Ub-Rhodamine cleavage fluorescence | Potency, µM (doses to about 57.1 µM), for inactives: top-dose activity change, negative = inhibition, hits mostly inhibitors | hit rate 0.23% among 390,000 | AID 743255; also: potency is read from the fitted curve at half-maximal effect; % is scaled to controls: 0 for no effect and ±100 for the full control effect; nearly all actives have a fitted effect of over 60% in size; inactives centre near -12
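USP1/UAF1 complex (1 nM) preincubated 15 min at room temperature with compound, then Ub-Rho substrate (150 nM final) added. Kinetic fluorescence at 480/540 nm over 6 reads at 60 s intervals; 50 mM HEPES pH 7.8, 0.5 mM EDTA, 0.1 mg/ml BSA, 1 mM TCEP, 0.01% Tween-20.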
Starred values were filed as active, the others as inactive; ? = inconclusive; & = joins results of further samples; [ ] = another dose, or the depositor's remark. Unless noted, calls follow the shape of the dose curve; as a rule, active = well fitted curve in the direction sought with a large enough effect; inconclusive = small, poorly fitted or top-dose-only effect, or another doubt; inactive = no such curve, though single readings can be large; an effect the other way counts as inactive or inconclusive. Some of the compounds tested (hit frequency here may not be typical).

Start of the data: the first two compounds as a preview:
SMILES	LDHA block	RGS4 inh	GRP78 ERSR act	Vif-APOBEC3F blk	TrxR1 substrate	Vif-A3G inh	rTrxR1 inhibitor	mIDH1 inhibitor	USP1-UAF1 inh
Cc1cc(NC(=O)CCC(=O)N(c2ccccc2)C(C)C(=O)NC2CCCC2)no1 (stereo not drawn)	-4	-27%	-5%	-18%	7%[57.1 µM]	-3%	12%[57.1 µM]	-2%	-21%
O=C1CN(C(=O)COC(=O)C2CCN(S(=O)(=O)c3ccccc3C(F)(F)F)CC2)c2ccccc2N1	-14	17%	0%	-5%	-5%	3%	6%	0%	-15%

The listing, from the first entry:
SMILES	LDHA block	RGS4 inh	GRP78 ERSR act	Vif-APOBEC3F blk	TrxR1 substrate	Vif-A3G inh	rTrxR1 inhibitor	mIDH1 inhibitor	USP1-UAF1 inh
Cc1cc(NC(=O)CCC(=O)N(c2ccccc2)C(C)C(=O)NC2CCCC2)no1 (stereo not drawn)	-4	-27%	-5%	-18%	7%[57.1 µM]	-3%	12%[57.1 µM]	-2%	-21%
O=C1CN(C(=O)COC(=O)C2CCN(S(=O)(=O)c3ccccc3C(F)(F)F)CC2)c2ccccc2N1	-14	17%	0%	-5%	-5%	3%	6%	0%	-15%
Nc1nc(F)nc2c1ncn2[C@@H]1O[C@H](CO)[C@@H](O)[C@H]1O	-11	27%	-2%&0%	1%	8%	-10%	22%	6%	-26%
Cc1ccc(C)c(NC(=O)NNC(=O)c2ccc3ccccc3c2O)c1	2	2%	-2%	3%	15%	-10%	12%	0%	-14%
Cc1ccc(NC(=O)Cn2cnc3cc([N+](=O)[O-])ccc3c2=O)c(Cl)c1	6	-1%	-5%	9%	4%	-3%	1%	1%	-7%
COc1ccc(/C=C/c2nc(C#N)c(NCCc3ccccc3)o2)cc1OC	9	-5%	0%	-5%	25%	-10%	10%	15%	-2%
CC1Cc2nc(SCC(=O)N3CCOCC3)n(C)c(=O)c2S1 (stereo not drawn)	-4	-6%	-4%	3%	-6%	1%	7%	-6%	-8%
COc1ccc(-c2csc3ncnc(Oc4cccc5ccc(C)nc45)c23)cc1	-8	4%	1%	-5%	-5%	-1%	1%	5%	-4%
CCN(CC)S(=O)(=O)c1ccc(Cl)c(C(=O)OCC(=O)c2c(N)n(C)c(=O)n(C)c2=O)c1	-6	10%	-3%	0%	-9%	-1%	-2%	0%	-4%
CCc1ccn2cc(-c3ccc4c(c3)OCO4)nc2c1	-3	0%	-13%	-9%	123%[activator]	-6%	23%	9%	-31%
CCCCc1ccc(S(=O)(=O)N2CCN(C(=O)c3ccco3)CC2)cc1	1	13%	-3%	-7%	-15%	-2%	-10%	-1%	1%
CC(CNC(=O)c1cc(COc2c(F)cccc2F)on1)Oc1cccnc1 (stereo not drawn)	-1	-14%	-5%	4%	6%	5%	29%	4%	-20%
Cc1ccc(C(NC(=O)C2CCCCC2)c2c(O)ccc3ccccc23)cc1 (stereo not drawn)	-1	7%	-4%	-4%	9%	-3%	16%	2%	-18%
CCn1c(=O)c2cc(C(=O)Nc3cc(C)on3)sc2c2ccccc21	-8	6%	-6%	-1%	15%[57.1 µM]	-1%	14%[57.1 µM]	9%	-21%
CCn1c(C(=O)Nc2c(C)cccc2C)cc2sc(Cl)cc21	-5	3%	-4%	-5%	-1%	-2%	7%	4%	-14%
O=C(NCC1CCCO1)c1ccc(CS(=O)(=O)c2ccc(Br)cc2)o1 (stereo not drawn)	3	-1%	-5%	2%	-4%[57.1 µM]	3%	-63%	16%	-6%
CCC(C(=O)NC1CCCC1)n1c2ccccc2c2nc(=O)cc(C)n21 (stereo not drawn)	-8	-34%	-7%	1%	13%	6%	7%	6%	-26%
COc1ccc([N+](=O)[O-])cc1NC(=O)CCN1CCN(C)CC1	4	-15%	-4%	?	8%[11.4 µM]	0%	14%[11.4 µM]	6%	?
CCOc1ccc(S(=O)(=O)Nc2ccc(C(=O)N3CCCC3)cc2)cc1C(N)=O	-1	9%	-4%	-1%	4%	-4%	8%	4%	-18%
Cc1ccc(S(=O)(=O)N2CCCC(N3CCOCC3)C2)cc1Cl (stereo not drawn)	-8	9%	-3%	4%	-10%	0%	-9%	-9%	-7%
Nc1ccc(C(=O)Nc2ccc(NC(=O)c3ccco3)c(O)c2)cc1	2	-10%	0%	1%	-1%[57.1 µM]	-6%	-2%[2.29 µM]	8%	-21%
COC(=O)c1ccc(CNC(=O)Cn2cnc3c(SC)nc(N)nc32)cc1	-8	18%	0%	3%	6%	1%	18%	2%	-6%
COc1cccc(-c2nc(CS(=O)(=O)CC(=O)NCc3ccccc3)c(C)o2)c1	-9	-9%	-3%	-2%	4%[57.1 µM]	0%	?	-5%	-11%
CC(=O)Nc1ccc(NC(=O)CSc2nnc(-c3cccs3)n2N)cc1	-6	-5%	1%	1%	6%[57.1 µM]	1%	21%[57.1 µM]	2%	-17%
CC(NC(=O)C1=CC=CN2CCS(=O)(=O)N=C12)c1ccc(Cl)cc1Cl (stereo not drawn)	-8	-14%	0%	7%	50%[activator]	1%	-8%	-6%	-15%
(next part)
SMILES	LDHA block	RGS4 inh	GRP78 ERSR act	Vif-APOBEC3F blk	TrxR1 substrate	Vif-A3G inh	rTrxR1 inhibitor	mIDH1 inhibitor	USP1-UAF1 inh
Cc1ccc(-c2noc(CCC(=O)NCCCN3CCN(c4ccc(F)cc4)CC3)n2)cc1	-1	21%	-4%	4%	7%[57.1 µM]	-1%	2%	1%	-18%
COc1ccc(C)cc1S(=O)(=O)N1CCCCCC1	-1	-2%[11.4 µM]	-2%	1%	3%	-1%	7%	2%	-5%
CCCOc1ccccc1C(=O)NC(CO)C(=O)O (stereo not drawn)	-2	29%	-6%	-2%	-3%	0%	-5%	-5%	1%
COc1cccc(N=C2SC(C(=O)Nc3ccccc3F)CC(=O)N2C)c1 (stereo not drawn)	-13	11%	-3%	1%	7%	5%	12%	12%	-11%
CC(=O)N(CN1C(=O)c2ccc([N+](=O)[O-])cc2C1=O)c1ccc(F)cc1	3	-11%	-2%	-2%	-10%	2%	?	0%	4%
CC(C)N1CCN(S(=O)(=O)c2ccc3ccccc3c2)CC1	-19	-12%	-4%	-18%	5%	0%	28%	6%	-20%
Cn1cc(C(CC(=O)O)C(=O)O)c2ccccc21 (stereo not drawn)	4	-10%	1%	-1%	15%	0%	8%	6%	-15%
C[C@H](NC(=O)c1nc[nH]c1C(=O)N[C@@H](CCCCNC(=O)OC(C)(C)C)C(=O)OC(C)(C)C)C(=O)OC(C)(C)C	1	0%	-3%	-4%	-22%	-6%	-16%	-11%	-25%
CCN(CC)c1ccc(/C=N/NC(=O)c2ccco2)c(O)c1	-2	18%	5%	?	-17%	?	?	-14%	-10%
Cc1ccc(CNC(=O)Cc2noc3ccccc23)cc1	-11	25%	-6%	2%	-8%	4%	13%[57.1 µM]	7%	-4%
COc1ccc(CC(=O)NCc2n[nH]c(=S)n2-c2cccc(Cl)c2)cc1	-3	-3%	-3%	-2%	-11%	2%	-21%	-9%	-11%
CSc1cc(C)n(-c2ccccc2)c(=S)c1C(C)=O	-4	10%	-6%	-17%	-9%	-4%	2%[57.1 µM]	2%	-22%
COc1ccccc1NC(=O)CN(c1ccccc1C)S(C)(=O)=O	-10	1%	-2%	-3%	7%[57.1 µM]	4%	15%[57.1 µM]	1%	-3%
COc1ccccc1NC(=O)CCSc1nnc(-c2ccncc2)o1	-5	-17%	-1%	8%	10%[57.1 µM]	-4%	14%[57.1 µM]	6%	-18%
CS(=O)(=O)c1ccc(Cl)c(NC(=O)COC(=O)CNC(=O)c2ccc(Br)o2)c1	2	4%	-1%	5%	0%	4%	-7%	1%	-11%
CC1(C)Cc2c(sc3[nH]c(=O)n(CC(=O)NCC4CCCO4)c(=O)c23)CO1 (stereo not drawn)	1	3%	-6%	-6%	7%	-13%	1%	1%	-10%
CC(=O)c1cccc(NC(=O)CSc2nc(=O)n(CCN3CCOCC3)c3c2CCC3)c1	0	-17%	-3%	4%	-7%	0%	-16%	1%	-13%
COc1ccccc1NC(=O)C(=O)N/N=C(\C)CC(=O)Nc1ccc(OCc2ccccc2)cc1	-6	-3%	3%	11%	7%[57.1 µM]	-3%	2%[57.1 µM]	1%	-22%
Cc1cccc(OCC(=O)Nc2ccc(NC(=O)c3ccco3)cc2)c1	-10	5%	-7%	-1%	5%	0%	9%	14%	-22%
Nc1ccccc1Nc1ccccc1	13	-29%	6%	-27%	-2%	-7%	-2%	2%	0%
CCC(C)Sc1ccc(-c2nc3ccc(C)cn3c2NCc2ccccc2)cc1 (stereo not drawn)	-1&-3	-10%	-5%	-2%	69%[activator]	3%	76%[activator]	23%	-26%
CN(Cc1nc(-c2cccnc2)no1)S(=O)(=O)c1ccccc1	-4	-3%	-3%	3%	10%[57.1 µM]	1%	15%[57.1 µM]	-1%	-1%
O=C(N[C@H](CO)[C@H](O)c1ccc([N+](=O)[O-])cc1)C(Cl)Cl	-15	-25%	-1%&1%&-1%	-2%	3%	-1%	6%	-10%	-10%

Bioassay records (PubChem)
